sEH inh = soluble epoxide hydrolase inhibitors, primary screen, biochemical, human sEH | Bifunctional epoxide hydrolase 2 (Homo sapiens), P34913 | recombinant human sEH enzymatic activity assay | inhibition, % at 2 µM | 0.34% of 91,000 active; in the data active = inhibition above about 80%; also: values of inactives mirror those of a sister screen read the other way; many of its hits are not listed in these tables
S1P2 agonist = S1P2 receptor agonists, primary screen, cell-based. Sphingosine 1-phosphate receptor 2 (Homo sapiens), O95136. S1P2-expressing cell line, agonist reporter read-out. activation, % at 4.5 µM. 0.46% of 97,000 active. AID 729, 2007; in the data active = activation above about 16%;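 also: 0% = vehicle low control and 100% = maximal reference agonist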
E coli WT exp = growth inhibitors of wild-type E. coli, primary screen, strain BW25113, expanded library, OD600 | OD600 absorbance | growth inhibition, % at 100 µM | 0.15% of 98,000 active | AID 710, 2007;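 active = growth inhibition above about 50% at one test dose, limit read from the data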;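 also: growth measured after 20 h incubation at 37 °C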
Mac1 fbg inh = inhibitors of CD11b/CD18 adhesion to fibrinogen, primary screen, K562 cells, luminescence | inhibition, % at 10 µM | ATPlite luminescence; Mn2+ added to activate the integrin | Integrin beta-2 (Homo sapiens) + Integrin alpha-M (Homo sapiens), P05107+P11215 | 0.54% of 93,000 active;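 active = primary inhibition of 50% or more at 10 µM, then 40% or more on retest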; also: some results filed as inactive read as strong as hits
Target sequence (P05107 whole entry, looked up, other chains not shown): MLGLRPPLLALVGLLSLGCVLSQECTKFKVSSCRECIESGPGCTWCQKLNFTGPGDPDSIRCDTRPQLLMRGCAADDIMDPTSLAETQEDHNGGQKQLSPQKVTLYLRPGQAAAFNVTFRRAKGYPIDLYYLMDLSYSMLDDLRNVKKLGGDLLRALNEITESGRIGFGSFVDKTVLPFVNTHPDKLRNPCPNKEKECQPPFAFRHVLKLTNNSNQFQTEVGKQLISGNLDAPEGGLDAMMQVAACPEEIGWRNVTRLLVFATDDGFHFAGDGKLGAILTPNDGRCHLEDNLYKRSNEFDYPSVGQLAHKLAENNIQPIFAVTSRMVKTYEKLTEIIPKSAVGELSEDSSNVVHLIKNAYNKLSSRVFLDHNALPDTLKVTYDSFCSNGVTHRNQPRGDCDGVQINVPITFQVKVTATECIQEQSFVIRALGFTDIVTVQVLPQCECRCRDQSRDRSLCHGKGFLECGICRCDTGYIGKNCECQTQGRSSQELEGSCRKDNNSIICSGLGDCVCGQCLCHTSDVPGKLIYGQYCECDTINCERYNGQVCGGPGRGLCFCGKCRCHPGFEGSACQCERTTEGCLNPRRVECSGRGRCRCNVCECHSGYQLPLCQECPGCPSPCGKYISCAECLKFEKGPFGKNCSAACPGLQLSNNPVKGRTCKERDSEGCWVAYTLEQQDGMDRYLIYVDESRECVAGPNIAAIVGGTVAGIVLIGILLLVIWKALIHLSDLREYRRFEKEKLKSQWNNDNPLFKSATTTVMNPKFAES
PostGolgi ctrl = growth inhibition of yeast control strain, primary screen, counter-screen for post-Golgi transport modulator project; efflux-deficient yeast background strain, growth absorbance A615, 16 h; inhibition, % at 10 µM; 5% of 98,000 active; AID 738, 2007
sEH act = soluble epoxide hydrolase activators, primary screen, biochemical, human sEH. AID 717, 2007. Bifunctional epoxide hydrolase 2 (Homo sapiens), P34913. purified human sEH enzymatic activity, activator screen. activation, % at 2 µM. 0.04% of 91,000 active; in the data active = activation above about 37%; also: values of inactives mirror those of a sister screen read the other way
PLAP activator = PLAP enzyme activators, biochemical, luminescence, HTS | Alkaline phosphatase, placental type (Homo sapiens), P05187 | AID 696, 2007 | purified PLAP enzyme, luminescent substrate read-out; stronger effect = higher value | activation fold at 20 µM | 1.2% of 96,000 active; in the data active = activation fold above about 2
PostGolgi yeast = phenotypic screen on post-Golgi transport, primary screen; post-Golgi transport phenotypic cell assay; 0.9% of 98,000 active; inhibition, % at 10 µM; AID 739, 2007;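 also: yeast cells grown in 1536-well plates; yeast grown about 18 h at 30C before absorbance read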
S1P2 blocker = human S1P2 receptor antagonists, primary screen, cell-based; Sphingosine 1-phosphate receptor 2 (Homo sapiens), O95136; AID 736, 2007; inhibition, % at 5 µM; 0.21% of 97,000 active; cell-based S1P2 antagonist assay, inhibition at 5 uM; in the data active = inhibition above about 45%;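 also: CRE beta-lactamase reporter cells expressing human S1P2 stimulated with S1P; 0% = agonist at EC80 alone and 100% = agonist plus reference antagonist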
* marks the source's active call; other numbers are inactive results; . = no result given. Rule as the data show it, unless noted: active = inhibition above about 30%; inactive = the rest.

entry	smiles	sEH inh	S1P2 agonist	E coli WT exp	Mac1 fbg inh	PostGolgi ctrl	sEH act	PLAP activator	PostGolgi yeast	S1P2 blocker
1	NC(=O)C(F)(F)C12OC3C4C5CC(C6C5C3C61)C42 (stereo not drawn)	3	-6	5	-10	-4	-4	0.9	-11	-1
2	Cc1ccc(C)c(-n2c(SCC(=O)NCC3CCCO3)nnc2-c2ccoc2C)c1 (stereo not drawn)	9	-5	7	15	14	-8	1.5	1	0
3	Cc1ccc(S(=O)(=O)C(C#N)c2nc3ccccc3nc2N2CCN(C)CC2)cc1C (stereo not drawn)	2	-4	-2	14	5	-5	1.7	4	3
4	CCc1c(C(=O)Nc2cc(C)cc(C)c2)[nH]c(C)c1C(C)=O	24	-7	-6	2	28	-24	0.8	-3	5
5	O=C(NCCc1ccncc1)Nc1cccc(Cl)c1	5	-4	22	-2	-2	-4	1.1	-5	-16
6	O=C(NNC1=C(C(=O)C(F)(F)F)CCC1)c1ccccc1O	-5	-2	18	-25	1	4	1.8	3	14
7	CC(=O)Nc1ccc(NC(=O)C(C)OC(=O)CN(C)S(=O)(=O)c2ccc(Cl)cc2)cc1 (stereo not drawn)	-20	0	-3	-3	-2	18	1	-6	-8
8	CCn1c(CNc2nc(-c3ccccc3)cs2)nnc1SCC(=O)NCc1ccccc1	9	-7	.	.	.	-4	.	.	3
9	Cc1noc(C)c1C(=O)OCC(=O)c1c(N)n(CC(C)C)c(=O)n(C)c1=O	-11	0	-7	9	0	10	1.1	-6	6
10	O=C(Nc1ccccn1)c1cccs1	-4	-4	8	18	-1	6	1.2	5	0
11	Cc1ccc(-c2nnc(N3CCCCC3)c3ccccc23)cc1S(=O)(=O)N1CCN(C)CC1	6	-2	9	.	13	-6	1.5	-3	-20
12	CSc1ccccc1C(=O)Nc1cccc(C)c1	28	-1	-2	-12	16	-27	0.9	-3	-33
13	COc1cccc(OC)c1C(=O)N1CCN(Cc2ccccc2C(F)(F)F)CC1	-8	-2	11	-5	-1	9	1.5	-6	10
14	CN1/C(=C/C(=O)c2cccs2)Sc2ccccc21	-4	-2	-9	6	11	4	0.7	0	12
15	O=C(Nc1ccccc1N1CCCCC1)c1ccc(N2C(=O)c3ccccc3C2=O)cc1	-6	-6	-18	0	0	6	1.9	2	-8
16	COc1ccccc1/C=c1\sc2nc(-c3ccccc3OC)nn2c1=O	-9	-1	-8	5	7	9	1.5	0	-3
17	Cc1ccc(S(=O)(=O)c2cc3c(=O)n4ccccc4nc3n(Cc3ccco3)c2=N)cc1C	7	-2	-16	.	23	-7	1.3	-6	8
18	CCCC(CCC(=O)Nc1ccc(S(N)(=O)=O)cc1)C(=O)O (stereo not drawn)	-11	1	-3	-1	8	13	1	6	-13
19	CCCCn1c(-c2nonc2N)nc2ccccc21	1	-3	-8	.	10	-3	0.6	0	-10
20	Cc1ccccc1S(=O)(=O)Cc1ccc(C(=O)NCCN2CCCCC2C)o1 (stereo not drawn)	.	.	4	-3	-6	.	1.6	9	.
21	CCc1nnc(NC(=O)CSc2nnc3c4ccccc4n(C)c3n2)s1	.	.	-10	0	2	.	1	8	.
22	Cc1ccc(CNc2oc(-c3ccco3)nc2S(=O)(=O)c2ccccc2)cc1	9	-3	.	.	.	-6	.	.	-18
23	O=C(c1ccccc1-c1nc(-c2ccccc2)no1)N1CCCC1	.	-4	3	.	10	.	.	18	20
24	COc1cc2c(cc1OC)C1(Nc3c-2c(-c2ccccc2)nn3-c2ccccc2)C(=O)Nc2ccccc21 (stereo not drawn)	-6	0	-16	-15	9	3	1.5	6	-24
25	O=C(N/N=C/c1cccc(O)c1)c1ccc(COc2ccc3c(c2)CCC3)o1	46	0	-2	-10	5	-47	1	9	-34
26	Cc1nnc(N2C(=O)c3cccc4cccc(c34)C2=O)s1	13	-2	2	-14	-7	-17	0.9	-2	0
27	COc1ccc(Cn2nnnc2CN(Cc2cc3ccc(C)cc3[nH]c2=O)C2CCCC2)cc1	-5	-4	-12	7	15	3	0.9	-4	19
28	CC1(C(=O)O)CCC(C(=O)Nc2ccc(S(N)(=O)=O)cc2)C1(C)C (stereo not drawn)	-16	-9	-8	23	2	16	1.1	21	6
29	c1ccc2c(c1)ncn2CCCCOc1ccc2c(c1)CCC2	2	-5	21	82*	37*	-2	1.7	4	-6
30	COc1ccccc1C/C(N)=N/OC(=O)COc1ccc(C)cc1C	-22	-2	.	.	.	21	.	.	-10
31	COc1ccc(S(=O)(=O)N2CCCC(C(=O)NCc3ccccn3)C2)cc1 (stereo not drawn)	-1	-1	-3	-17	0	-1	1.2	-4	-4
32	Cc1c(Cl)c(C(=O)Nc2nc3ccccc3n2CCN2CCCCC2)nn1C	-6	-3	10	-8	-2	5	2.5*	-3	18
33	O=C(Nc1ccc(N2CCOCC2)cc1)c1cnsn1	.	.	-1	16	-5	.	0.9	17	.
34	Cc1cccc(OCCNC(=O)c2ccc(Oc3ccc(C(F)(F)F)cc3[N+](=O)[O-])cc2)c1	11	-6	-11	13	9	-9	1	-9	-8
35	Cc1cc(=O)[nH]c(N2CCc3ccccc3C2)n1	-2	-7	2	-2	46*	5	1	2	3
36	CC(C)Oc1ccc(C(=O)NC2CCS(=O)(=O)C2)cc1 (stereo not drawn)	1	-2	6	.	-2	0	1.2	-4	2
37	CCOC(=O)c1ccccc1NS(=O)(=O)c1ccc(OC)cc1	-14	-6	.	.	.	15	.	.	-10
38	O=C(/C=C/c1cc([N+](=O)[O-])ccc1OC(F)F)NCc1ccc(F)cc1	1	-1	-18	-39	-2	-3	0.7	-7	-14
39	Cc1cc(C)cc(-n2c(C)cc(/C=N/NC(=O)CN(c3c(C)cccc3C)S(C)(=O)=O)c2C)c1	-5	-4	-13	2	19	8	2*	1	-4
40	COc1ccc(OC)c(CCNC(=O)CN2C(=O)CC(C)(C)S(=O)(=O)c3ccccc32)c1	-9	-7	4	-9	-3	8	1.2	-13	-13
41	CCc1c(C#N)c(SCCC(=O)Nc2ccc(OC)cc2)nc2c1C(=O)CC(C)(C)C2	-7	-5	-12	11	5	10	1	-3	2
42	CCOC(=O)CN(C(=O)CSc1nnc(CNc2ccc(F)cc2)o1)c1ccccc1	-4	-6	-6	-3	6	3	1.5	-2	-14
43	Cc1ccc(C(=O)c2cc3ccccc3o2)cc1	-1	-4	5	.	3	4	0.9	0	-5
44	Cc1cccc2cc(CN(Cc3nnnn3C3CCCC3)C3CCCCC3)c(=O)[nH]c12	6	-1	.	.	.	-5	.	.	5
45	COC(=O)Nc1ccc(S(=O)(=O)Nc2ccc(C)cc2)cc1	6	-5	0	-20	37*	-6	0.8	39*	2
46	Cc1c(C(=O)NC(C)C)sc2ncn(CC(=O)N3CCC(C)CC3)c(=O)c12	-14	-3	3	-10	1	16	1.1	12	-2
47	COC(=O)[C@H](Cc1ccccc1)NC(=O)N1CCN(Cc2ccccc2)CC1	-5	-4	-1	.	7	5	1.4	3	24
48	CN1CCN(/C=N/c2c(C#N)cnn2-c2ccccc2)CC1	-25	-3	5	8	2	26	1	-2	-23
49	COc1ccc(C(=O)OC(COc2ccccc2)Cn2ccnc2)cc1 (stereo not drawn)	-3	-7	.	.	.	4	.	.	-3
50	CCOCCCn1c(SCC(=O)Nc2ccc(C(N)=O)cc2)nc2ccccc2c1=O	-13	-3	-2	19	9	10	1	5	-1
51	O=C(Nc1ccc2c(c1)OCCO2)C1CCCN(S(=O)(=O)c2cnc[nH]2)C1 (stereo not drawn)	21	-2	4	-7	7	-21	1.1	-8	3
52	CC1CCN(C(C)C(=O)Nc2ccccc2-c2ccccc2)CC1 (stereo not drawn)	4	-1	14	.	13	-2	1.2	7	2
53	O=C(CSc1nnc(CNc2ccc(F)cc2)o1)N1CCN(C(=O)c2ccco2)CC1	.	-5	3	-12	8	.	1.3	3	10
54	CCOC(=O)c1ccc(Nc2cc(C)nc(N3CCOCC3)n2)cc1	-12	-3	-2	.	7	11	1	3	5
55	O=C(N/N=C/C=C/c1ccccc1)c1cc2c(ccc3ccccc32)o1	1	-6	-1	.	10	2	1.1	1	7
56	COc1ccc(OC(=O)c2cccnc2)cc1	0	-2	4	21	-1	2	1	3	-7
57	CCc1ccc(NC(=O)c2cnc3n(c2=O)CCS3)cc1	-13	-2	5	6	8	17	0.8	3	8
58	CC(C)(C)c1ccc(OC(=O)c2ccc3nsnc3c2)cc1	4	-4	-8	11	5	-4	0.6	3	1
59	C=CCn1c(CCCNC(=O)C(C)(C)C)nc2ccccc21	.	.	-4	-14	30*	.	1.2	2	.
60	CCCC(CCC)n1[nH]c(=O)c2c(C)cc(C)nc21	-2	3	-3	6	23	0	1	2	13

Ordered by number of heavy atoms (lowest first): 3 of the compounds above.
entry	smiles	sEH inh	S1P2 agonist	E coli WT exp	Mac1 fbg inh	PostGolgi ctrl	sEH act	PLAP activator	PostGolgi yeast	S1P2 blocker
18	CCCC(CCC(=O)Nc1ccc(S(N)(=O)=O)cc1)C(=O)O (stereo not drawn)	-11	1	-3	-1	8	13	1	6	-13
2	Cc1ccc(C)c(-n2c(SCC(=O)NCC3CCCO3)nnc2-c2ccoc2C)c1 (stereo not drawn)	9	-5	7	15	14	-8	1.5	1	0
44	Cc1cccc2cc(CN(Cc3nnnn3C3CCCC3)C3CCCCC3)c(=O)[nH]c12	6	-1	.	.	.	-5	.	.	5

The listing continues:
entry	smiles	sEH inh	S1P2 agonist	E coli WT exp	Mac1 fbg inh	PostGolgi ctrl	sEH act	PLAP activator	PostGolgi yeast	S1P2 blocker
61	C/C=C(\C)c1nnc(NC(=O)OCC)s1	5	-6	0	-16	4	-5	0.9	9	-4
62	COc1ccccc1N1CCN(C(=O)CSc2nc(-c3ccco3)cc(C(F)(F)F)n2)CC1	7	-10	-3	-11	19	-6	1.7	-5	13
63	CN1CC(=O)N(CCOc2ccccc2)C1=O	.	.	1	-14	-12	.	1.1	0	.
64	COc1ccccc1C(c1nnnn1C(C)(C)C)N1CCCc2ccccc21 (stereo not drawn)	.	-3	-9	.	19	.	1	4	-3
65	CCOC(=O)C1=NNC(C(=O)c2ccccc2)C1c1ccc(OC)cc1 (stereo not drawn)	-2	-2	.	.	.	3	.	.	-14
66	COc1ccc(/C(O)=C/C(=O)C(=O)Nc2c(C)n(C)n(-c3ccccc3)c2=O)cc1	0	-1	8	-12	10	0	1.1	-2	-19

Screening results as filed in PubChem.

Rows were taken by chance (roughly 7.1% active in at least one column).
